# Screens deposited in PubChem BioAssay by The Scripps Research Institute Molecular Screening Center.
# PLC-beta3 inh: PLC-beta3 (human) inhibition, primary screen; hit rate 0.18% among 370,000; AID 720704; Purified PLC-beta3, fluorogenic substrate, fluorescence; inhibition, % at 12.2 µM; Q01970; in the data active means inhibition above about 11%;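 further: 0% = median of compound wells on plate and 100% = full blocker control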
# ADAM17 inh: inhibits human ADAM17; P78536; recombinant ADAM17, EDANS/DABCYL FRET peptide cleavage; inhibition, % at 6.95 µM; hit rate 0.83% among 370,000;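 active means inhibition above the mean of compounds lying between control limits plus 3 SD, set per campaign, cut at about 8.5% in these data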;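 further: 0% = DMSO-only wells as the low control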
# ARFGAP1 inhibitor: inhibitors of rat ARFGAP1 | Q62848 | Arfgap1-stimulated ARF1 GTP hydrolysis, GDP FP detection | inhibition, % at 16.5 µM | hit rate 0.26% among 360,000;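 active means inhibition above a per-plate limit, mean inhibition of low control wells plus 3 SD, cut at about 25% in these data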;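 further: 0% = DMSO wells with enzyme and 100% = wells lacking Arfgap1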
# Target sequence (Q62848 1-136 limits assumed): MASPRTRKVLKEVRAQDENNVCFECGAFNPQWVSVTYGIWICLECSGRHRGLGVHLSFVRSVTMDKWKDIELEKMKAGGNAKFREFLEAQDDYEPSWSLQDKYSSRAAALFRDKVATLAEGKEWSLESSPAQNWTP
#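 Repeats: one replicate per compound; assay system: rat Arfgap1 catalytic domain, aa 1-136; times: enzyme reaction 120 min at 25 °C after 20 min preincubation; detection: FP of antibody-bound GDP Alexa 633 tracer, ex 620/em 688 nm; benchmarks: high control wells lacking Arfgap1, low control full reaction with DMSO; reagent: human ARF1(Δ1-17)-GTP substrate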
# PLCg1 inh: inhibitors of human phospholipase C gamma1; purified PLC-gamma1, fluorogenic substrate, fluorescence; AID 720700; P19174; hit rate 0.84% among 370,000; inhibition, % at 12.2 µM; in the data active means inhibition above about 9.5%
# DDE Tn6 FP inh: disrupts Tn6 cyclic peptide binding to fibrin D-Dimer-E complex; hit rate 0.21% among 370,000; inhibition, % at 8.3 µM; Fibrin DD(E) TRITC-Tn6 fluorescence polarization displacement; AID 720509;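 active means inhibition above a per-campaign cutoff: mean of compounds within control limits plus 3 SD, cut at about 15% in these data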;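 further: 0% = median of all compound wells on the plate and 100% = blocking peptide control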
# Target sequence (P02675 whole entry, looked up): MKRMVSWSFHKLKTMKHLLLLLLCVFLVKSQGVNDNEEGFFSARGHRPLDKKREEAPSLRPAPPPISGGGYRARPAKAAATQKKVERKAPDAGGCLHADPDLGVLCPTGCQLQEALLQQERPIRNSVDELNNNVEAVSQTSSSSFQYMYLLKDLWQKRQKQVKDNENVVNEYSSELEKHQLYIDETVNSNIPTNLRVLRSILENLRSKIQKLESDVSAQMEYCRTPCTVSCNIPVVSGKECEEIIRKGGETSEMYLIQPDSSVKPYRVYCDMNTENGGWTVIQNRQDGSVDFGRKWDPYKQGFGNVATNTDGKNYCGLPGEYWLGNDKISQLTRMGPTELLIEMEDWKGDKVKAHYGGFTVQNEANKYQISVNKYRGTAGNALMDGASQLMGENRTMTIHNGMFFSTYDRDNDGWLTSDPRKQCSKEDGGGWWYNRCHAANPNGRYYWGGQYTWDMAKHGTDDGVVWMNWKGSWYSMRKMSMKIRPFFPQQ
# proKLK7 act: proKLK7 (human) activation, primary screen. P49862. purified proKLK7, EDANS-DABCYL substrate fluorescence; 100% is mature enzyme control, 0% vehicle. activation, % at 7 µM. hit rate 0.9% among 370,000. AID 652039;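 active means activation above the mean of all tested compounds plus 3 SD, computed per campaign excluding outliers beyond control limits, cut at about 13% in these data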
# MBD2 DNA inh: inhibitors of human MBD2 binding to methylated oligonucleotide. Q9UBB5. TR-FRET. inhibition, % at 4.4 µM. hit rate 0.31% among 370,000; in the data active means inhibition above about 13%
# Target sequence (Q9UBB5 whole entry, looked up): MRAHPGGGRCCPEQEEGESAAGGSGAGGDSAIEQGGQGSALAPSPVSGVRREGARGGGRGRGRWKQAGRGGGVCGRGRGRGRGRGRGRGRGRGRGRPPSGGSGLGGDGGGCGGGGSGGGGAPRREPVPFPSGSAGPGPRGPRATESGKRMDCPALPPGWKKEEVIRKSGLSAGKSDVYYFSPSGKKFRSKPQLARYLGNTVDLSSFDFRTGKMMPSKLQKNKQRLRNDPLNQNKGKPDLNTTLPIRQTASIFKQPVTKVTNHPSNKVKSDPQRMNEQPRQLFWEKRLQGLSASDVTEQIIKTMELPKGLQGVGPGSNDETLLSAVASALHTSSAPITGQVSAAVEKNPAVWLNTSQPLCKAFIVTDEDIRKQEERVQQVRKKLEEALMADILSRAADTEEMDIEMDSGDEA
# UHRF1 MBD2 ctr: blocks human UHRF1 binding to methylated DNA; Q96T88; UHRF1 binding to methylated oligo, TR-FRET; inhibition, % at 4.4 µM; hit rate 0.75% among 370,000; AID 687016; in the data active means inhibition above about 21%;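 further: UHRF1 SRA domain binding a hemimethylated CpG hairpin DNA probe; 0% = median of test compound wells and 100% = reference inhibitor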
# ASAP1 GAP inh: ASAP1 ArfGAP inhibition; ASAP1-stimulated ARF1 GTP hydrolysis, GDP FP detection; Q9ULH1; AID 624377; hit rate 0.19% among 360,000; inhibition, % at 16.5 µM; in the data active means inhibition above about 25%;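 further: 0% = vehicle with enzyme and substrate and 100% = no enzyme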
# Tn7 DDE FP: disrupts Tn7 cyclic peptide binding to fibrin D-Dimer-E complex | P02675 | FP displacement of FITC-Tn7 peptide from fibrin DD(E); 0% = median of compound wells per plate | inhibition, % at 8.3 µM | hit rate 0.13% among 370,000 | AID 720508;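 active means inhibition above the mean of compounds falling within the control limits plus 3 SD of them, cut at about 14% in these data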;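 further: 0% = plate median of compound wells and 100% = 10 µM Aha-Tn7 peptide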
#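 Assay system: Human fibrin DD(E) protein | Medium: Tris buffer with calcium and detergent, pH 7.8 | Reagent: 0.1 µM fluorescent Tn7 | Compound dosing: Single point at 8.3 µM | Times: 10 min preincubation, 3 h with tracer, room temperature | Detection: Fluorescence polarization of the labelled Tn7 tracer | Controls: Aha-Tn7 high control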
# The depositor's hits bear a star.
# Value order: PLC-beta3 inh	ADAM17 inh	ARFGAP1 inhibitor	PLCg1 inh	DDE Tn6 FP inh	proKLK7 act	MBD2 DNA inh	UHRF1 MBD2 ctr	ASAP1 GAP inh	Tn7 DDE FP
> COc1ccc(/C=C/c2cccc[n+]2C)c(O)c1
→ -10	2	-2	-5	5	4.8	-8	-7	-3	5
> COc1ccc(C2/C=C\CN(S(=O)(=O)c3cccc4cccnc34)CC(=O)N2Cc2ccc(F)cc2)cc1 (stereo unspecified)
→ -2	-1	-7	1	1	0.9	-2	1	-2	4
> COc1cc([N+](=O)[O-])ccc1NC(=O)COC(=O)C1=NN(c2ccccc2)C(=O)CC1
→ -6	-1	10	0	-5	-0.6	-1	-4	-23	0
> CCCCn1nc2cc(C(=O)N(CC)c3ccc(OC)cc3)ccc2c1OCC
→ -325	-153	-7	-245	-12	-22	-2	-1	-1	0
> COc1ccc(/C=C(\C#N)c2nc3ccccc3[nH]2)cc1O
→ -73	-8	22	-58	-4	2.2	-4	-3	10	2
> CC(=O)Nn1c(-c2ccccc2)cc2ccccc21
→ -1	-8	9	-2	-9	0.0	-1	0	-9	2
> CCOc1ccccc1N1C(=O)CC(Nc2ccc(N3CCOCC3)cc2)C1=O (stereo unspecified)
→ -118	-1	-2	-17	-2	2.1	2	-2	-4	0
> Cc1cccc(N2C(=S)NC3c4ccccc4OC2(C)C3C(=O)N(C)C)c1 (stereo unspecified)
→ 0	3	-9	2	2	0.2	2	1	-9	-5
> O=C(NN=C1CCCCCCC1)c1ccc2ccccc2n1
→ -8	6	-4	-3	-7	-0.1	-4	0	-11	-3
> O=C1NC[C@H](c2ccccc2)N(CCc2cccc(F)c2)C1=O
→ 0	-4	-2	2	-11	0.2	0	-1	7	-2

# Some values from the list:
# In MBD2 DNA inh, CCCCn1nc2cc(C(=O)N(CC)c3ccc(OC)cc3)ccc2c1OCC has the entry -2
# In ADAM17 inh, O=C(NN=C1CCCCCCC1)c1ccc2ccccc2n1 has the entry 6

# The list continues:
# Value order: PLC-beta3 inh	ADAM17 inh	ARFGAP1 inhibitor	PLCg1 inh	DDE Tn6 FP inh	proKLK7 act	MBD2 DNA inh	UHRF1 MBD2 ctr	ASAP1 GAP inh	Tn7 DDE FP
> CC(=O)Nc1ccc(C(=O)N/C(=C/c2ccccc2)C(=O)NCc2ccco2)cc1
→ -57	-6	8	-30	0	0.4	5	2	5	2
> N#C/C(=C/c1cccc([N+](=O)[O-])c1)C(=O)Nc1ccccc1O
→ -5	-1	-1	1	-3	0.1	1	-3	7	-8
> Cc1ccc(OCc2nnc(SCC(=O)Nc3ccc(N4CCOCC4)cc3)o2)cc1
→ -6	-3	19	-1	-1	0.1	1	-3	6	-7
> CC(C)(C)OC(=O)C[C@@H]1C/C=C\C[C@H](CC(=O)N(CCO)Cc2ccccc2)C(=O)NCCOC1=O
→ 17*	3	13	6	3	0.0	-5	8	8	-3
> CCN1CCc2c(sc(N)c2C(N)=O)C1
→ -54	-44	2	-38	4	0.5	-4	-5	4	-10
> CC(C)(C)c1cn(-c2ccc(Cl)cc2)c(=S)[nH]1
→ 2	-3	-4	5	-2	0.1	-6	-3	11	-2
> COc1ccc(OCC(=O)NC(=O)c2ccccc2OC)c([N+](=O)[O-])c1
→ -5	0	5	-2	3	0.4	-1	-1	8	3
> O=C(Nc1ccc(O)c2c(=O)cc(-c3ccccc3Cl)oc12)c1ccc(Cl)cc1Cl
→ 2	-4	8	-5	2	0.4	2	1	-4	-5
> COc1ccc(CCNC(=O)c2cnn3ccccc23)c(OC)c1OC
→ -3	-6	-7	-1	7	-0.3	-1	-1	-7	5
> Cc1cc(C(=O)CSc2nnc(-c3ccc(OC(F)F)cc3)o2)c(C)n1Cc1cccs1
→ 1	-2	13	0	1	-0.2	-2	0	-5	-6
> C=CCn1c(C)cc(C(=O)CSc2nc3ccccc3o2)c1C
→ -2	-1	8	-2	-5	0.7	-4	-1	1	-8
> CCc1ccc[n+](-c2[nH]c(=O)sc2/C=N/N=C(\[O-])CCn2c3ccccc3c3ccccc32)c1
→ -8	7	-5	3	-5	0.8	3	-3	10	6
> COCCCNC(=O)C(=O)N/N=C/c1cc2c(cc1Br)OCO2
→ -12	-2	1	-9	-4	0.9	4	3	-9	3
> CCOc1ccc(NC(=S)N2CCC(c3nc4ccccc4[nH]3)CC2)cc1
→ 1	0	14	1	-2	0.9	3	0	9	-5
> O=C(CSc1nnc(-c2ccc(F)cc2)o1)N1CCCCC1
→ 3	3	5	9	6	-0.3	0	3	-8	7
> CCCN1C(=O)C(O)(CC(=O)c2ccc3c(c2)OCCO3)c2ccccc21 (stereo unspecified)
→ -1	-6	9	-2	-6	0.3	-7	-3	4	0
> O=c1cc(Cn2ccnc2)c2cc3c(cc2o1)CCC3
→ -19	-28	7	-18	-2	0.3	3	-1	9	-6
> COc1ccc(-n2c(SC)nc3sc4c(c3c2=O)CCN(C)C4)cc1
→ -91	-3	5	-62	1	-1.4	3	4	9	-4
> COCCCNC1=C(C#N)C(=O)NC(c2cccc([N+](=O)[O-])c2)S1 (stereo unspecified)
→ 3	2	-4	4	-1	0.1	3	5	-6	-4
> Cc1ccc(S(=O)(=O)N(C)c2ccccc2C(=O)Nc2ccc(F)cc2F)cc1
→ -5	0	-3	-2	4	-0.1	1	-1	9	-1
> COCc1ccc(C(=O)N2CCCC(Nc3ccc(C(C)C)cc3)C2)s1 (stereo unspecified)
→ -4	1	-1	-2	12	0.4	1	0	-12	4
> Cc1ccnc(NC(=O)CNC(=O)COc2ccccc2)c1
→ -2	-4	1	-2	-2	-0.2	-1	-2	6	0
> O=C(NC1CCCc2ccccc21)c1ccccn1 (stereo unspecified)
→ -7	-1	-8	-3	6	0.1	2	-1	3	-3
> COc1cccc(NC(=O)COc2coc(CN3CCc4ccccc4C3)cc2=O)c1
→ -4	-4	9	1	-8	-0.5	-5	1	10	-9
> COc1ccccc1NC(=O)C1CCN(C(=O)c2ccco2)CC1
→ -11	-5	1	-5	-7	-0.1	8	3	11	6
> CC1(C)Cc2c(c(N3CCOCC3)nc3sc4c(=O)[nH]cnc4c23)CS1
→ -59	-19	-2	-39	-5	2.3	-8	-2	1	-12
> O=C(Nc1ccc(Cl)c(C(F)(F)F)c1)C1Cc2c(-c3ccc4c(c3)OCO4)ccnc2O1 (stereo unspecified)
→ -7	3	1	-8	-9	-1.2	-1	0	8	2
> CCN1CCn2c3c(c4cc(C)ccc42)CCCC31 (stereo unspecified)
→ -121	-8	21	-90	2	3.0	4	1	21	0
> CC(C)Cc1n[nH]c(=O)[nH]1
→ 0	1	10	1	5	0.1	0	-3	-9	-1
> CC(OC(=O)CCc1c[nH]c2ccccc12)C(=O)c1ccccc1 (stereo unspecified)
→ -5	5	3	3	-8	0.5	-4	-1	1	-8
> O=C(Nc1ccc2ccccc2c1)OC1CCS(=O)(=O)C1 (stereo unspecified)
→ 4	1	2	2	1	0.2	-3	-1	-11	7
> Cc1nn(C)c(Sc2ccccn2)c1[N+](=O)[O-]
→ 2	2	7	4	-10	-0.1	-1	2	1	-7
> CCOc1ccc2[nH]c(=O)c(CN(CCN3CCCC3)C(=S)Nc3ccccc3OC)cc2c1
→ -22	-52	8	-18	-2	1.5	-2	2	5	1
> O=C(CC1NCCNC1=O)NC1Cc2ccccc2C1 (stereo unspecified)
→ -7	2	-4	-3	9	0.0	5	0	-8	3
> CCOC(=O)c1ccc(NC(=O)COc2cc(=O)n(CC)c3ccccc23)cc1
→ 3	1	-13	3	2	0.0	-3	-4	-7	-2
> COc1cc(/C=C2\C(=O)N(c3ccccc3)N=C2C)ccc1Oc1ccc([N+](=O)[O-])cc1[N+](=O)[O-]
→ 4	5	14	10*	5	-0.2	0	18	-7	0
> O=C(Nc1cc(=O)[nH]c2nc(-c3ccccc3)nn12)c1ccccc1Cl
→ -5	-3	2	-2	-4	-0.2	-2	0	1	-9
> COc1ccc(NC(=O)CN(c2ccc(OC)c(Cl)c2)S(=O)(=O)c2ccccc2)c(OC)c1
→ -4	14*	2	11*	-1	0.0	-2	0	8	-5
> COc1ccc(C2Nc3ccccc3C(=O)N2Cc2ccco2)cc1COc1ccc(NC(C)=O)cc1 (stereo unspecified)
→ -371	-200	2	-300	0	-17	3	15	-1	0
> COc1ccc(OCCN2C(=O)NC(C)(c3ccc(C)cc3)C2=O)cc1 (stereo unspecified)
→ -1	-3	-1	-2	-2	-0.2	1	-1	-7	1

# Some of the entries above, reformatted:
molecule	PLC-beta3 inh	ADAM17 inh	ARFGAP1 inhibitor	PLCg1 inh	DDE Tn6 FP inh	proKLK7 act	MBD2 DNA inh	UHRF1 MBD2 ctr	ASAP1 GAP inh	Tn7 DDE FP
COc1ccc(C2Nc3ccccc3C(=O)N2Cc2ccco2)cc1COc1ccc(NC(C)=O)cc1 (stereo unspecified)	-371	-200	2	-300	0	-17	3	15	-1	0
COc1cc(/C=C2\C(=O)N(c3ccccc3)N=C2C)ccc1Oc1ccc([N+](=O)[O-])cc1[N+](=O)[O-]	4	5	14	10*	5	-0.2	0	18	-7	0

# (continued)
# Value order: PLC-beta3 inh	ADAM17 inh	ARFGAP1 inhibitor	PLCg1 inh	DDE Tn6 FP inh	proKLK7 act	MBD2 DNA inh	UHRF1 MBD2 ctr	ASAP1 GAP inh	Tn7 DDE FP
> C=CCNCCCCOc1ccc(OCC)cc1
→ 3	0	-16	1	-1	0.8	-5	0	-8	-8
> CCOC(=O)C1=C(c2ccccc2)OC(N)=C(C#N)C1c1ccncc1 (stereo unspecified)
→ -22	-5	-1	-19	-2	0.8	-3	-4	-3	2
> COc1ccc(NC(=O)N(C)C[C@@H]2OCCCC[C@@H](C)Oc3ccc(NS(C)(=O)=O)cc3C(=O)N([C@H](C)CO)C[C@@H]2C)cc1
→ -1	1	-3	2	1	0.7	-3	-1	2	3
> Cc1cc(C(=O)Nc2ccc(F)c(Cl)c2)on1
→ -1	1	4	4	-4	0.2	2	-3	0	-7
> CC1(C(=O)Nc2cccc(C(F)(F)F)c2)Cc2c(-c3ccc4c(c3)OCO4)ccnc2O1 (stereo unspecified)
→ -12	4	10	-7	2	-1.1	-8	-2	-3	14
> Clc1ccc(/C=N/NC(=Nc2ccccc2)c2ccccn2)c(Cl)c1
→ 4	7	1	2	-4	-0.3	-6	2	-4	0
> Cn1c(N2CCN(S(=O)(=O)c3ccc(Cl)cc3)CC2)nc2ccccc21
→ -2	-3	0	0	-6	0.3	3	-1	-2	1
> COc1c(O)cc2oc(-c3ccc(O)c(O)c3)cc(=O)c2c1O
→ 0	-4	8	0	-5	-0.9	-5	1	-14	-3
> C/C(=N\NC(=O)c1ccc(Cl)c(Cl)c1)c1cccc(NC(=O)C(C)C)c1
→ -3	-4	9	-4	-4	0.1	-1	-3	-6	-13
> COCCNC(=O)Cn1cc(/C=N/NC(=O)c2ccc(Oc3ccc(O)cc3)cc2)c2ccccc21
→ -52	0	-1	-50	5	2.2	1	-1	3	-6
> O=C(CSc1nc2ccccc2s1)NC1CCCC1
→ -6	-4	7	0	6	0.4	4	0	-11	-1
